Myeloid diff MLP – myeloid differentiation induction; ER-HoxA9 myeloid progenitors, lysozyme-GFP differentiation, flow cytometry; calls only at 10 µM; 1% of 360,000 active; AID 624256;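 active = normalized GFP-positive differentiation at or above the plate's own cutoff, the solvent-only control mean plus 3 SD; inconclusive = no clear call, values can overlap the other calls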;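 also: cells exposed to compound for four days before flow analysis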
HIV peptide binding – cell-free HIV fusion peptide-binding blockers – biochemical, uHTS, fluorescence dequenching, primary screen (AID 1986). cell-free peptide binding, fluorescence dequenching, 30 min; higher % means a stronger effect. one-dose inhibition, % at 20 µM; IC50 in µM for titrated hits. 0.3% of 290,000 active; in the data active = inhibition mostly above about 52%, no sharp cut-off; inactive = mostly below about 76%; also: some results filed as inactive read as strong as hits
XIAP antagonists – XIAP antagonists, biochemical, IAP family, fluorescence polarization (AID 1018). XIAP BIR domain, fluorescence polarization peptide displacement; higher % means a stronger effect. displacement, % at 20 µM, or IC50 in µM where a hit was titrated. 0.007% of 200,000 active; in the data active = displacement above about 50%; also: a part of the inactive calls stands beside numbers as strong as those of hits
NOD2 inhibition – NOD2 signaling inhibitors, cell-based, luminescence, uHTS, HEK293 (AID 1566) | inhibition, % at 4 µM; hits with a dose series show EC50 in µM | HEK293 NOD2/NF-kB luciferase reporter, luminescence; higher % means a stronger effect | 0.63% of 290,000 active; also: many of its hits are not listed in these tables
SIAH1 antagonists – Siah-1 peptide-binding antagonists, primary screen, biochemical, fluorescence polarization, rhodamine-plectin, uHTS (AID 1817) | 0.02% of 290,000 active | displacement, % at 20 µM, or IC50 in µM where a hit was titrated | Siah-1 / rhodamine-plectin peptide fluorescence polarization; higher % means a stronger effect;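 active = displacement of at least 50% at 20 µM, with a fluorescence ratio check between 0.3 and a set limit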;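 also: plate controls were Siah plus tracer with DMSO for no effect and tracer alone without Siah for full effect; strong numbers were not always called active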
AID2073 – inhibitors of Mint1-CaV2.2 protein interaction, biochemical, HTRF (AID 2073) | 0.19% of 290,000 active | HTRF protein-protein interaction, Mint1-CaV2.2; higher % means a stronger effect | inhibition, % at 20 µM; hits with a dose series show IC50 in µM; in the data active = inhibition mostly above about 51%, no sharp cut-off; inconclusive = no clear call, values can overlap the other calls; inactive = mostly below about 53%; also: some results filed as inactive read as strong as hits
Dengue-2 NS5 capping – flavivirus cap methylation enzyme inhibition – biochemical, confirmation dose response, primary screen (AID 588689) | Dengue-2 NS5 methyltransferase capping enzyme assay, biochemical; higher % means a stronger effect | inhibition, % at 25 µM; hits with a dose series show IC50 in µM | 0.3% of 340,000 active; in the data active = a potency from the dose series; inconclusive = inhibition above about 29% without an active follow-up result
LYP inhibition – PTPN22 lymphoid phosphatase activity blockers – biochemical, fluorescence intensity, uHTS (AID 1779); recombinant LYP phosphatase, fluorescence intensity; higher % means a stronger effect; inhibition, % at 11.5 µM; hits with a dose series show IC50 in µM; 0.054% of 290,000 active;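 also: plate controls were vehicle with enzyme for no effect and no enzyme for full effect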
Hep lipid drop – hepatic lipid droplet formation modulation; AID 1656; 0.4% of 240,000 active; AML12 mouse hepatocytes, oleate lipid droplets, BODIPY imaging; inhibition, % at 6.5 µM;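 active = lipid droplet intensity inhibited by at least 50%, with more than 500 cells counted; inconclusive = wells with under 300 cells, treated as cytotoxic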
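Assay system: AML12 hepatocytes (mouse); Probe or stimulus: oleic acid at 100 µM to induce lipid droplet formation; Dosing: compound at 6.5 µM only; Schedule: compound with oleate, overnight; Detection: fluorescence imaging, 20x objective, two fields per well; Measure: % inhibition of lipid droplet signal.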
Hep lipid drop cells 6.5 µM – second read-out of Hep lipid drop, no call of its own (marks repeat the call); cell count; measured here: cell count, cytotoxicity flag;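 cells counted across two imaged fields per well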
Myeloid diff MLP GFP+ MAC1+ % – second read-out of Myeloid diff MLP, no call of its own (marks repeat the call); GFP+ MAC1+ double positive, %; measured here: differentiation confirmed by MAC1 staining
* hit, by the source's call; i = inactive; u = inconclusive; x = no result given; + = active, no number; & = joins results of further samples. Rule as the data show it, unless noted: active = inhibition above about 50%; inactive = the rest. This is a subset; count on the stated rates, not on these rows.

SMILES,Myeloid diff MLP,Myeloid diff MLP GFP+ MAC1+ %,HIV peptide binding,XIAP antagonists,NOD2 inhibition,SIAH1 antagonists,AID2073,Dengue-2 NS5 capping,LYP inhibition,Hep lipid drop,Hep lipid drop cells 6.5 µM
COC(=O)c1ccc(/C=N/n2c(C)nc3ccccc3c2=O)cc1,i,0.2,-1.5%,x,-10%,6%,10%,-5%,-4%,16,853
O=C(c1cc(-c2ccc(Br)cc2)on1)N1CCCC1,i,1.0,6.3%,x,-142%,2%,3%,-9%,-8%,-1,752
COc1ccc(-c2csc(C3=C(O)CN(Cc4ccc(S(N)(=O)=O)cc4)C3=N)n2)cc1OC,i,1.2,17%,-2.7%,6%,0%,-9%,-3%,-3%,x,x
Cc1ccc(SCCNS(=O)(=O)c2ccc(F)cc2)cc1,i,1.1,1.1%,-2.0%,12%,4%,0%,0%,3%,0,616
CC(=O)N1c2ccccc2CCc2ccc(N)cc21,i,0.9,0.8%,x,7%,2%,-3%,-2%,-4%,-8,769
Cc1ccc(S(=O)(=O)N2CC(=O)Nc3ccccc32)cc1C,i,1.2,-2.9%,-5.3%,8%,0%,-5%,3%,-9%,x,x
O=[N+]([O-])c1ccc(SCCc2ccncc2)cc1,i,0.1&0.5,-1.2%&0.8%,x,1%&14%,-4%&2%,-21%&-36%,-18%,2%&-7%,-14&6,697&733
Cc1cc(C)nc(N2CCCC(C(=O)NCc3cccc(C(F)(F)F)c3)C2)n1 (centres undefined),i,7.0,1.7%,-3.0%,10%,2%,8%,-6%,-12%,x,x
Cc1c(Cl)cccc1N1C(=O)CC(NNC(=O)c2cccnc2)C1=O (centres undefined),i,0.7,26%,-9.0%,10%,12%,45%,-7%,-4%,-3,684
C/C(=N/NC(=O)CSc1ccccn1)c1ccc([N+](=O)[O-])cc1,i,0.6,-0.4%,1.5%,7%,-2%,0%,3%,-4%,11,607
COc1ccc(N2C(=O)NC3CC2(C)Oc2ccccc23)cc1 (centres undefined),i,0.4,0.0%,2.5%,16%,5%,-17%,-10%,-3%,8,696
COc1cc(Cl)ccc1OCc1cc(C(=O)N2CCCCCCC2)no1,i,1.1,-2.4%,x,-7%,-5%,13%,2%,-1%,1,664

Later entries:
SMILES,Myeloid diff MLP,Myeloid diff MLP GFP+ MAC1+ %,HIV peptide binding,XIAP antagonists,NOD2 inhibition,SIAH1 antagonists,AID2073,Dengue-2 NS5 capping,LYP inhibition,Hep lipid drop,Hep lipid drop cells 6.5 µM
Cc1ccc(C(C(=O)NC2CCCCC2)N2CCN(C(=O)c3ccco3)CC2)cc1 (centres undefined),i,0.7,-2.4%,-4.8%,10%,2%,1%,1%,-8%,x,x
Nc1nc(Br)c2ccccc2c1-c1ccc(F)cc1,i,6.3,0.4%,-2.8%,37%,1%,2%,2%,-7%,x,x
CCOC(=O)C1=C(NC(=S)NC(=O)c2ccccc2)c2ccccc2CC1(C)C,i,0.9,9.3%,-2.2%,-26%,1%,8%,1%,5%,x,x
COCCCNC(=O)Cn1nc(-c2cccc(OC)c2)ccc1=O,i,0.8,-1.4%,x,17%,4%,14%,-9%,-9%,7,806
O=[N+]([O-])c1ccccc1-c1ccc(C(=S)N2CCN(c3ccccc3)CC2)o1,+,4.8*,5.4%,x,2%,8%,-6%,18%,0%,12,684
CC(C)N1CCN(Cc2ccc(OC3CCCC3)cc2)CC1CCO (centres undefined),i,0.3,0.3%,x,-20%,6%,3%,-2%,-6%,-9,792
O=C(NCc1nnc(SCc2ccc(F)cc2)n1-c1ccccc1)C12CC3CC(CC(C3)C1)C2,i,0.1,2.5%,-12%,6%,4%,4%,-1%,-1%,-1,660
O=[N+]([O-])c1ccc([N+](=O)[O-])c(Nc2ccc(N3CCOCC3)cc2)c1,i,0.6,-4.6%,-5.1%,9%,-4%,7%,-8%,-6%,-29,605
O=S(=O)(/N=C(/NC(=S)Nc1ccccc1)c1ccccc1)c1ccc(Cl)cc1,i,0.4,2.2%,x,-21%,0%,10%,-1%,-3%,20,836
CCn1cc(S(=O)(=O)c2ccc(C)cc2)c(=O)c2cc(F)c(N3CCN(C)CC3)cc21,i,0.0,0.4%,x,13%,7%,11%,-1%,-7%,2,659
COc1ccc2ccc3c(c2c1)N=C[C@]1(O3)N(C)c2ccccc2C1(C)C,i,0.5,7.2%,-7.3%,-12%,1%,-47%,1%,1%,x,x
COc1ccc(CCNC(=O)c2ccccc2NC(=O)c2ccco2)cc1OC,i,0.9,-0.5%,-0.4%,-6%,-2%,0%,-3%,1%,x,x

Next entries
SMILES,Myeloid diff MLP,Myeloid diff MLP GFP+ MAC1+ %,HIV peptide binding,XIAP antagonists,NOD2 inhibition,SIAH1 antagonists,AID2073,Dengue-2 NS5 capping,LYP inhibition,Hep lipid drop,Hep lipid drop cells 6.5 µM
CC(=O)Oc1ccc2c(=O)c(Oc3ccccc3)c(C)oc2c1OC(C)=O,i,0.2,26%,-4.4%,-13%,-7%,-38%,30%,-5%,-2,621
COc1ccc(C(=O)NCc2nnc(SCC(=O)N3CCc4ccccc43)n2C2CCCCC2)cc1,i,0.4,-0.9%,2.3%,4%,6%,2%,-12%,2%,13,674
CC1CCCC(C)N1C(=O)COC(=O)c1ccc[nH]c1=O (centres undefined),i,0.3,1.4%,-2.5%,-2%,2%,-5%,x,5%,10,653
O=C1CCCN2N=C(SCC(=O)Nc3ccccc3C(F)(F)F)SC2=N1,i,0.5,-0.6%,x,4%,2%,6%,-4%,-7%,-11,785
Cc1ccc(SCCOCCN2CCc3ccccc3C2)cc1,i,0.0,2.1%,-8.0%,26%,15%,-3%,2%,-8%,-115,605
CCNC(=O)CC1C(=O)N(CC)C(=S)N1NC(=O)c1ccc(Cl)cc1 (centres undefined),i,1.3,-2.7%,-3.4%,10%,2%,-7%,-6%,-5%,x,x
COc1ccc(CN2CCNC(=O)C2CC(=O)N2CCCCO2)cc1OC (centres undefined),i,0.6,0.1%,-4.3%,-15%,4%,-2%,-5%,-3%,-1,682
COc1cccc(-c2nnc(SCC(=O)Nc3cc(C)ccc3OC)n2N)c1,i,0.8,4.9%,-2.7%,14%,0%,10%,1%,2%,x,x
Cc1csc(SCC(=O)NCc2ccccc2)n1,x,x,-0.5%,-1.0%,14%,14%,-14%,-2%,-11%,3,644
Oc1cc2c(cc1C(c1ccc(Cl)c(Cl)c1)N1CCCC1)OCO2 (centres undefined),i,0.3,18%,-2.1%,x,-6%,-11%,4%,-3%,0,671
Cc1nc2ccccn2c1C(=O)N=Nc1c(O)n(CCC(C)C)c2ccccc12,x,x,-2.1%,-4.4%,33%,4%,-7%,10%,-8%,6,521
Cc1cccc(C)c1Nc1nnc(SCc2nc3ccccc3s2)s1,i,0.5,8.0%,-8.3%,-50%,6%,-8%,0%,1%,-2,636

Continuation.
SMILES,Myeloid diff MLP,Myeloid diff MLP GFP+ MAC1+ %,HIV peptide binding,XIAP antagonists,NOD2 inhibition,SIAH1 antagonists,AID2073,Dengue-2 NS5 capping,LYP inhibition,Hep lipid drop,Hep lipid drop cells 6.5 µM
COc1ccc(Cn2c(CCC(=O)NCc3ccco3)nc3cccnc32)cc1,i,2.6,1.3%,-1.0%,12%,4%,11%,5%,-4%,x,x
Cc1c(C2Nc3ccccc3NC3=C2C(=O)CC(C)(C)C3)cnn1C (centres undefined),i,0.3,0.1%,-1.4%,10%,-1%,-1%,u,2%,6,700
CCCc1n[nH]c2c1C(=O)C(C(=O)OC)C(C)(C)C2 (centres undefined),i,0.2,-2.5%,-2.2%,4%,-4%,-3%,3%,-13%,x,x
COc1ccc(C/C(N)=N/OC(=O)Cc2ccccc2)cc1OC,i,1.3,-3.7%,-3.0%,12%,-6%,-6%,8%,-8%,x,x
COC(=O)c1ccc(CSc2ccc3nnc(-c4ccc(F)cc4)n3n2)o1,i,0.1,-1.4%,-2.6%,14%,2%,8%,-4%,-3%,6,695
Cc1cc(NC(=O)CSc2nnc(-c3ccco3)n2CC2CCCO2)no1 (centres undefined),i,5.2,1.8%,-5.9%,-6%,5%,9%,-4%,2%,x,x
COc1cc(NC(C)CCCN)c2ncccc2c1Oc1ccccc1 (centres undefined),i,0.6,16%,-5.0%,10%,30%,30%,-4%,-3%,-4,625
Cc1[nH]c2ccccc2c1/C=N/Nc1ccccn1,x,x,0.3%,-4.2%,-80%,-4%,-17%,x,13%,0,668
COCCC(=O)N1CCC(Oc2ccc(C(=O)N3CCCCC3COC)cc2)CC1 (centres undefined),i,1.1,-0.5%,x,9%,2%,16%,-11%,-9%,-13,707
C[C@@H](C(=O)N[C@H](C(=O)O)c1ccccc1)n1nnc2ccccc2c1=O,i,0.6,1.4%,-1.7%,26%,2%,6%,-4%,-6%,-4,666
Cn1c(=O)c2c(ncn2CC(N)=O)n(C)c1=O,i,0.6,-1.1%,0.2%,12%,-4%,4%,-3%,2%,6,744
COc1ccccc1CN(C)CC(=O)Nc1ccc(Cl)cc1F,i,1.3,-1.3%,-4.0%,1%,12%,-10%,4%,-4%,-13,691

(more compounds)
SMILES,Myeloid diff MLP,Myeloid diff MLP GFP+ MAC1+ %,HIV peptide binding,XIAP antagonists,NOD2 inhibition,SIAH1 antagonists,AID2073,Dengue-2 NS5 capping,LYP inhibition,Hep lipid drop,Hep lipid drop cells 6.5 µM
O=C(COC(=O)c1cccs1)NCc1ccco1,i,1.0,-1.1%,-3.1%,24%,-5%,-1%,1%,-7%,x,x
Nc1ccc(NC(=O)c2ccccc2)c2c1C(=O)c1ccccc1C2=O,i,4.1,3.9%,-1.7%,-16%,-5%,36%,3%,2%,x,x
COc1ccccc1NC(=O)c1ccc(-c2ccccc2[N+](=O)[O-])o1,i,0.3,-2.6%,-3.8%,-73%,-1%,23%,-1%,0%,-25,783
COc1ccc(N=c2scc(C)n2CCCN2CCCC2=O)cc1,i,1.1,-1.2%,-1.5%,16%,-2%,-9%,2%,-8%,-12,706
CCN1CCN(CCOc2ccc(Br)cc2C)CC1,i,0.5,3.7%,-3.3%,-8%,10%,-11%,-2%,-7%,-6,666
O=C(NCc1ccccc1Br)c1ccco1,i,8.8,-0.9%,-9.0%,-6%,-2%,18%,8%,-5%,6,747
O=C(CSc1ccccc1C(=O)O)NCc1ccc(Cl)cc1,i,0.6,2.9%,-2.9%,10%,-2%,16%,-3%,-4%,-8,737
Cn1c(CNC(=O)CCNC(=O)c2ccccc2)cc(=O)n(C)c1=O,i,0.0,-0.9%,x,4%,-1%,5%,-4%,-10%,8,772
COC(=O)C1CN(C(=O)COc2ccccc2C)c2ccccc2O1 (centres undefined),i,0.3,-1.6%,x,0%,-3%,-10%,3%,-7%,-7,634
NC(=S)NC1CC2C=CC1C2 (centres undefined),i,0.4,-0.5%,x,4%,3%,-8%,-2%,-4%,1,697
S=c1[nH]nc(-c2ccco2)n1/N=C/c1ccccc1,i,0.4,-0.1%,x,11%,0%,-49%,5%,-4%,9,676
S=C(NC1CC1)N1CCc2ccccc2C1,i,0.5,-1.4%,-2.4%,-4%,9%,-9%,-9%,-6%,23,666

Compound activity from PubChem.
